Rab9 promoter act = qHTS Assay for Rab9 Promoter Activators | Huh7 Rab9 promoter-luciferase reporter, luminescence, 24 h | Potency, µM (series often up to 9.22 µM), for inactives: at the highest dose activation, negative = inhibition, most hits filed as activators | 320,000 compounds, 2.8% hits; further: potency means the concentration at half of the fitted maximal effect; % of control where 0% means no effect; nearly all actives have a fitted effect of over 60% in size
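Huh7 cells stably carrying a Rab9 promoter-luciferase reporter, 1500 cells per well in OP-MEM I with 10% FBS, treated with compound 24 hours at 37C. Luciferase activity read by luminescence after 10 minutes with Amplite reagent.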
NPC1 promoter act = qHTS Assay for NPC1 Promoter Activators; AID 485313, 2010; 320,000 compounds, 2.4% hits; Huh7 NPC1 promoter luciferase reporter, 24 h; Potency, µM (series often up to 9.22 µM), without a hit: at the top dose activation, hits mostly activators;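 further: potency means the concentration at half of the fitted maximal effect; % of control where 0% means no effect; nearly all actives have a fitted effect of over 60% in size; reporter is driven by a mutant NPC1 promoter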
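Luminescence read-out of NPC1 promoter-driven luciferase in stably transfected Huh7 cells; compounds delivered in DMSO and left 24 h at 37C, 5% CO2, qHTS titration format.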
BRCA1 expr up = qHTS Assay to Identify Small Molecule Activators of BRCA1 Expression. AID 624202, 2012. MCF7-BRCA1-FFLuc reporter, luminescence, 48 h; response scale: scaled: vehicle 0%, 10 µM genistein 100%. 380,000 compounds, 1.1% hits. Potency, µM (highest dose often 46.1 µM), without a hit: top-dose activation, most hits filed as activators; further: potency means the concentration at half of the fitted maximal effect; nearly all actives have a fitted effect of over 80% in size; some results filed as inactive show a strong effect at the top dose
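MCF7-BRCA1-FFLuc cells, 2000/well in phenol-red-free MEM, attached 2 h then treated 48 h at 37 C. Luciferase luminescence read 15 min after reagent; normalized to genistein maximum activation (10microM) and DMSO, concentration-response fitted.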
ELG1 genotoxic = qHTS screen for small molecules that induce genotoxicity in human embryonic kidney (HEK293T) cells expressing luciferase-tagged ELG1 | HEK293T ELG1-luciferase reporter, luminescence, 16 h | Potency, µM (series often up to 46 µM), without a hit: top-dose activity change, positive = activation, actives largely listed as activators | 330,000 compounds, 1.3% hits | AID 504466, 2011; further: potency means the concentration at half of the fitted maximal effect; % of control where 0% means no effect; nearly all actives have a fitted effect of over 60% in size
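Luminescence read-out: rising ELG1-luciferase signal, reflecting elevated ELG1 protein under genetic stress, flags genotoxic compounds. Cells were treated for 16 hr at 37 °C before ONE-Glo detection.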
Tb PFK block = qHTS Assay to Find Inhibitors of T. brucei phosphofructokinase | AID 485367, 2010 | Potency, µM (highest dose often 57.5 µM), inactives show top-dose activity, negative = inhibition, usual class: inhibitors | ATP-dependent 6-phosphofructokinase (Trypanosoma brucei brucei), O15648 | T. brucei PFK, ADP-Glo luminescence | 330,000 compounds, 0.17% hits;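 further: potency means the concentration at half of the fitted maximal effect; 0% = uninhibited 1x PFK enzyme wells and -100% = no-enzyme wells; nearly all actives have a fitted effect of over 60% in size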
Target sequence (O15648 whole entry, looked up): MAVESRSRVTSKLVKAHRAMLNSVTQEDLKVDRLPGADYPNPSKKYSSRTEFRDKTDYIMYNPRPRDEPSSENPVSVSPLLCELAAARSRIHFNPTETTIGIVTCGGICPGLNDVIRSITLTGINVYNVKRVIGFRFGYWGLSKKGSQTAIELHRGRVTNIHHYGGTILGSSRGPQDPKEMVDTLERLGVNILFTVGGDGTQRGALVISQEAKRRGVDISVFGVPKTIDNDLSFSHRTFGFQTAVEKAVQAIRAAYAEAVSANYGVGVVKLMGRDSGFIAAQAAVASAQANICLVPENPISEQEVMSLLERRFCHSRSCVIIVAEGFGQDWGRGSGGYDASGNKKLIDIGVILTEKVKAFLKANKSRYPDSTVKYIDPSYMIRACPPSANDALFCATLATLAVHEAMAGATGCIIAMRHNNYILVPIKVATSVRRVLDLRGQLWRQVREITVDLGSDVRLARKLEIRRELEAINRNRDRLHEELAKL
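Activity is normalized to no-enzyme wells (full inhibition) and 1.25 nM enzyme wells (no inhibition). Reaction: 0.5 mM F6P, 0.1 mM ATP, 45 min RT, ADP-Glo luminescence; concentration-response curves fitted and classed by quality.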
ELG1 DNA repair = qHTS screen for small molecules that inhibit ELG1-dependent DNA repair in human embryonic kidney (HEK293T) cells expressing luciferase-tagged ELG1. HEK293T ELG1-luciferase reporter, luminescence, 16 h; DNA damage induced by 5-fluorouridine. Potency, µM (titrated, usually from 46.1 µM), without a hit: at the top dose activity change, negative = inhibition, most hits filed as inhibitors. 330,000 compounds, 2.3% hits. AID 504467, 2011; further: potency means the concentration at half of the fitted maximal effect; on the % scale 0 is the no-effect control and ±100 the full control effect; nearly all actives have a fitted effect of over 55% in size
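HEK293T cells expressing luciferase-tagged ELG1 (2,000/well) received 5-Fluorouridine plus compound or DMSO for 16 hr at 37 °C. Luciferase was read by ONE-Glo luminescence after 30 min at room temperature.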
RORgamma inh = qHTS for inhibitors of ROR gamma transcriptional activity; Drosophila S2 Gal4-RORgamma UAS-luciferase reporter, 20 h; AID 2551, 2010; Nuclear receptor ROR-gamma (Mus musculus), P51450; Potency, µM (top dose mostly 53.6 µM), for inactives: at the top dose activity change, negative = inhibition, actives largely listed as inhibitors; 310,000 compounds, 5.4% hits; further: potency means the concentration at half of the fitted maximal effect; on the % scale 0 is the no-effect control and ±100 the full control effect; nearly all actives have a fitted effect of over 60% in size
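Luciferase reporter read in Schneider cells carrying Gal4-RORγ (mouse) and UAS-Photinus luciferase; cells given compound 1 h before 700 uM copper sulfate induction, then incubated 20 h at ambient temperature.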
FLuc counter = qHTS profiling assay for firefly luciferase inhibitor/activator using purifed enzyme and Km concentrations of substrates (counterscreen for miR-21 project); 360,000 compounds, 6.9% hits; purified FLuc, Km substrates, luminescence inhibition; AID 588342, 2011; Luciferin 4-monooxygenase (Photinus pyralis), P08659; Potency, µM (series often up to 57.5 µM), for inactives: top-dose activity change, negative = inhibition, most hits filed as inhibitors;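 further: potency means the concentration at half of the fitted maximal effect; plate controls were vehicle for no effect and reference inhibitor for full effect; nearly all actives have a fitted effect of over 55% in size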
Target sequence (P08659 whole entry, looked up): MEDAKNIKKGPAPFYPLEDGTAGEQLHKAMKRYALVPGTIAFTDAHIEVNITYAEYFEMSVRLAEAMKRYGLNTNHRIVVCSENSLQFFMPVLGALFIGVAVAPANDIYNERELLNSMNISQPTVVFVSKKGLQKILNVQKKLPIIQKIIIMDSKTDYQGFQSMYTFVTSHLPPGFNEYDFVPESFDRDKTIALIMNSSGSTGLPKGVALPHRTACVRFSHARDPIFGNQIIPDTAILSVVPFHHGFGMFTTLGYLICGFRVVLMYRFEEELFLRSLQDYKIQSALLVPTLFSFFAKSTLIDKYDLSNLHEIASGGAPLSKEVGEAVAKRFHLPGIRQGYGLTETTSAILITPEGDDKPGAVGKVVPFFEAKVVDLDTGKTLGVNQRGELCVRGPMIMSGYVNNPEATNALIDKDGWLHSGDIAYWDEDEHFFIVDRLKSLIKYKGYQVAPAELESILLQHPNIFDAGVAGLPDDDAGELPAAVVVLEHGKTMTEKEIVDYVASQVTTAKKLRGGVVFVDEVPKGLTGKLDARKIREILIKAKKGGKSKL
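Purified P. pyralis luciferase (10nM final) with 10uM D-luciferin and 10uM ATP (Km levels) in 50mM Tris acetate pH 7.5, 10mM Mg acetate, 0.01% Tween-20, 0.05% BSA; qHTS 6-point titration, ~60 µM downward; luminescence read.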
TRPV1 ag = HTS Assay for Compounds that Act as Agonists of the Vanilloid Receptor 1; activation, % at 8.33 µM; 320,000 compounds, 0.19% hits; TRPV1-expressing cells, Fluo-8 calcium influx, agonist mode; Transient receptor potential cation channel subfamily V member 1 (Homo sapiens), Q8NER1; in the data active means activation above about 80%; inconclusive means between about 30% and that limit; further: 0% is about no effect
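TRPV1-expressing cells were cultured overnight at 35.5C and loaded with Fluo-8 calcium dye for 40 to 90 min at room temperature. After a 10 s baseline, compound was added and calcium influx was read kinetically for 3 min (ex 480/em 520 nm).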
p53 reactivation = qHTS assay for re-activators of p53 using a Luc reporter; 320,000 compounds, 0.063% hits; Potency, µM (titrated, usually from 92.2 µM), for inactives: at the top dose activity change, positive = activation, actives largely listed as activators; H1299 p53-A138V BP100-luciferase reporter, luminescence, 24 h; further: potency means the concentration at half of the fitted maximal effect; % of control where 0% means no effect; nearly all actives have a fitted effect of over 45% in size
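p53-null H1299 cells stably carrying temperature-sensitive p53-A138V and a BP100-luciferase reporter were pinned with compounds (4-point, 1:5 series) and held 24 hrs at 37 deg C. Luminescence was read 10 min after detection reagent.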
VP16 counter = VP16 counterscreen qHTS for inhibitors of ROR gamma transcriptional activity. 310,000 compounds, 3.5% hits. Drosophila S2 Gal4-VP16 UAS-luciferase, luminescence, 20 h. Potency, µM (series often up to 53.6 µM), inactives show at the highest dose activity, negative = inhibition, usual class: inhibitors;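 further: Gal4-VP16 expression switched on by copper sulfate through the metallothionein promoter; potency means the concentration at half of the fitted maximal effect; on the % scale 0 is the no-effect control and ±100 the full control effect; nearly all actives have a fitted effect of over 50% in size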
* = called active by the depositor; ? = inconclusive; / = no result given; [ ] = dose if it differs, or a comment. Unless noted, the call rests on the fitted dose curve; in most records, active means well fitted curve in the direction sought with a large enough effect; inconclusive means small, poorly fitted or top-dose-only effect, or another doubt; inactive means no such curve, though single readings can be large; an effect the other way counts as inactive or inconclusive.

nr | Compound | Rab9 promoter act | NPC1 promoter act | BRCA1 expr up | ELG1 genotoxic | Tb PFK block | ELG1 DNA repair | RORgamma inh | FLuc counter | TRPV1 ag | p53 reactivation | VP16 counter
1 | COc1ccc(OC)c(-n2nnnc2SCC(=O)Nc2ccc3c(c2)OCCO3)c1 | -6% | 2% | -33% | 3% | 2% | 1% | ? | 8% | 0 | -2% | -13%
2 | CC(C)OC(=O)c1ccc(S(N)(=O)=O)o1 | -1% | 0% | -4% | 3% | 0% | 18% | 36% | 3% | -3 | 8% | 2%
3 | O=C(NC(=S)Nc1cc(C(F)(F)F)ccc1N1CCOCC1)c1sc2ccccc2c1Cl | 0% | 0% | -40% | -1% | 1% | 0% | 2.2µM* | 5% | -2 | -2% | 4µM*
4 | O=C1[C@@H]2Cc3c([nH]c4ccccc34)C(c3ccc([N+](=O)[O-])cc3)N2C(=O)CN1C1CC1 (some centres undefined) | -28% | -20% | -14% | -6% | 5% | ? | 23% | -1% | -3 | -4% | 4%
5 | CCN(CC)c1ccc(N=Cc2ccc([N+](=O)[O-])o2)cc1 | 22% | 14% | -88%[inhibitor] | -2% | -7% | 6% | ? | 6.7µM* | 0 | -18% | 22µM*
6 | COc1ccccc1CCNC(=O)C(=O)NCCC1CCCCN1S(=O)(=O)c1ccccc1 (centres undefined) | 7% | -2% | -35% | -16% | 12% | ? | / | 1% | 2 | -5% | /
7 | COc1ccc(NC(=O)c2oc3ccccc3c2NC(=O)c2ccc3c(c2)OCO3)cc1 | 16% | 12% | 46% | 1% | -9% | 9.2µM* | 41% | 9.5µM* | -2 | 9% | 20%
8 | COCCCNCCOCCOc1ccccc1-c1ccccc1 | -4% | 0% | -29% | -8% | -5% | 7% | -11% | 13% | 13 | -11% | -9%
9 | Cc1ccc(-n2nc(C(=O)O)cc2-c2ccccc2Cl)cc1 | 2% | -2% | -27% | 5% | -2% | -4% | 0% | 4% | -3 | 6% | 0%
10 | O=C(CCCn1c(=S)[nH]c2ccccc2c1=O)N1CCN(c2cccc(Cl)c2)CC1 | -3% | -2% | -14%[1.84 µM] | 1% | -1% | -19% | ? | -3% | -3 | -11% | -2%
11 | CCOC(=O)N1CCN(C(=O)c2ccc3c(c2)sc2nc(-c4ccccc4)cn23)CC1 | 3.2µM* | 3.5µM* | 10µM* | 1% | 3% | ? | 36% | 21µM* | 3 | ? | -10%
12 | COc1cccc(-n2c(=S)[nH]c3c(oc4ccccc43)c2=O)c1 | 5% | -2% | -50% | 11% | -3% | ? | 7.1µM* | ? | 0 | 15% | 11µM*
13 | COC(=O)COc1ccc(Oc2cc(C)nc(SC)n2)nn1 | 1% | 1% | -31% | 10% | 0% | ? | -6% | -1% | 0 | ? | -5%
14 | COC(=O)c1ccc(OCCN2CCCCCC2)cc1 | -2% | 1% | 15% | 0% | 0% | 10% | -13% | -1% | 3 | 2% | 0%
15 | CC(=O)Nc1ccc(NC(=O)CNS(=O)(=O)c2ccc(C)cc2)cc1 | -8% | -1% | 8% | -3% | 1% | -7% | 10µM* | -1% | -5 | 6% | ?
16 | CCOC(=O)C(Cc1ccc(O)cc1)NC(=O)CNC(=O)C1CCCN1C(=O)OC(C)(C)C (centres undefined) | -11% | -2% | -17% | 2% | 1% | 12% | 2% | 0% | -4 | -2% | -6%

Two compounds drawn at random from those above:
nr | Compound | Rab9 promoter act | NPC1 promoter act | BRCA1 expr up | ELG1 genotoxic | Tb PFK block | ELG1 DNA repair | RORgamma inh | FLuc counter | TRPV1 ag | p53 reactivation | VP16 counter
9 | Cc1ccc(-n2nc(C(=O)O)cc2-c2ccccc2Cl)cc1 | 2% | -2% | -27% | 5% | -2% | -4% | 0% | 4% | -3 | 6% | 0%
12 | COc1cccc(-n2c(=S)[nH]c3c(oc4ccccc43)c2=O)c1 | 5% | -2% | -50% | 11% | -3% | ? | 7.1µM* | ? | 0 | 15% | 11µM*

Filtered by structure: those above with a nitro group on carbon (2)
nr | Compound | Rab9 promoter act | NPC1 promoter act | BRCA1 expr up | ELG1 genotoxic | Tb PFK block | ELG1 DNA repair | RORgamma inh | FLuc counter | TRPV1 ag | p53 reactivation | VP16 counter
4 | O=C1[C@@H]2Cc3c([nH]c4ccccc34)C(c3ccc([N+](=O)[O-])cc3)N2C(=O)CN1C1CC1 (some centres undefined) | -28% | -20% | -14% | -6% | 5% | ? | 23% | -1% | -3 | -4% | 4%
5 | CCN(CC)c1ccc(N=Cc2ccc([N+](=O)[O-])o2)cc1 | 22% | 14% | -88%[inhibitor] | -2% | -7% | 6% | ? | 6.7µM* | 0 | -18% | 22µM*

Carrying on.
nr | Compound | Rab9 promoter act | NPC1 promoter act | BRCA1 expr up | ELG1 genotoxic | Tb PFK block | ELG1 DNA repair | RORgamma inh | FLuc counter | TRPV1 ag | p53 reactivation | VP16 counter
17 | COC(=O)c1ccc(Cn2cc(/C=C\[N+](=O)[O-])c3ccccc32)o1 | -2% | 3% | -52% | -20% | -3% | ? | 7%[1.91 µM] | -12% | 5 | -13% | ?
18 | O=C1c2cccc3cc([N+](=O)[O-])cc(c23)C(=O)N1CC1CCCO1 (centres undefined) | -2% | -2% | -35% | 4% | 2% | -2% | -13% | 2% | 3 | 3% | 2%
19 | COc1cccc(CN(C)C(=O)C2CCN(S(=O)(=O)c3cccs3)CC2)c1OC | -4% | 1% | -15% | 2% | 0% | ? | / | / | 0 | 2% | /
20 | CN1CCN(S(=O)(=O)c2ccc(NC(=S)NC(=O)C3CCCCC3)cc2)CC1 | -6% | 1% | 13% | -1% | -9% | ? | ? | 1% | -11 | -6% | ?
21 | COc1cc(C2(O)CCCCC2C)cc(OC)c1OC (centres undefined) | 0% | -3% | -10% | -4% | 0% | 3% | 14% | -5% | -4 | -17% | 1%
22 | COc1ccc(CNS(=O)(=O)c2c(C(=O)N3CCCCCC3)c(C)n(C)c2C)cc1 | -2% | -6% | 6% | 1% | -2% | 17% | 0% | 3% | -1 | -2% | -3%
23 | COC(=O)c1ccc(NC(=O)CSc2nncc3ccc(OC)c(OC)c23)cc1 | -2% | 1% | 2% | 7% | -2% | -11% | -4% | 0% | -5 | 18% | 8%
24 | O=C(NCCO)C(=O)Nc1cc2c3c(c1)CCC(=O)N3CCC2 | 8% | 0% | -9% | 13% | 0% | ? | -35% | 0% | 3 | 11% | ?

25) CC(C)C(=O)NCCSc1c[nH]c2ccccc12
26) O=[N+]([O-])c1ccccc1/C=N/Nc1nnc(-c2ccccc2)c(-c2ccccc2)n1
27) CCNc1nc(N)nc(-c2cc(Cl)ccc2OC)n1
28) CCN1CCN(CC(=O)Nc2ccc3c(c2)OCO3)C(=O)C1=O
29) Cc1ccc(S(=O)(=O)NCC(=O)OCN2C(=O)c3ccccc3C2=O)cc1
30) COc1ccc(-c2ccc(CNCCCN3CCOCC3)o2)cc1Cl
31) CC(OC(=O)/C=C/c1ccc(Br)cc1)C(=O)N1CCOCC1 (centres undefined)
32) Cn1ccnc1SCC(=O)Nc1ccc2c(c1)OCCO2
Compound	25	26	27	28	29	30	31	32
Rab9 promoter act	2%	0%	-3%	0%	-3%	-5%	6%	2.5µM*
NPC1 promoter act	-2%	-2%	0%	-5%	1%	-1%	1%	2.5µM*
BRCA1 expr up	2%	-29%	1%	-5%	-17%	31%	-15%	?
ELG1 genotoxic	-10%	2%	-1%	3%	0%	1%	0%	9.2µM*
Tb PFK block	0%	0%	0%	-1%	-4%	-3%	-1%	7%
ELG1 DNA repair	-1%	-13%	0%	-2%	-5%	-5%	6%	?
RORgamma inh	-5%	3.2µM*	0%	-44%	4%	-16%	/	-32%
FLuc counter	2%	3%	3%	6%	0%	2%	-2%	24µM*
TRPV1 ag	25	1	0	2	2	0	9	1
p53 reactivation	2%	-12%	-5%	14%	0%	-5%	5%	?
VP16 counter	9%	3.2µM*	0%	0%	2%	1%	/	13%
